Source: PubChem (National Center for Advancing Translational Sciences (NCATS))
ERK EGF inh: inhibitors of EGF-stimulated ERK signaling pathway; HEK293-V1b, EGF-stimulated phospho-ERK AlphaScreen; Potency, µM (series often up to 11.5 µM), for inactives: at the highest dose activity change, negative = inhibition, hits mostly inhibitors; 130,000 compounds, 0.41% hits; AID 1454; active means well fitted inhibition curve with a large enough effect; inconclusive means small, poorly fitted or top-dose-only effect, or effect the other way;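 further: plate controls were stimulated vehicle wells for no effect and unstimulated vehicle basal for full effect; nearly all actives have a fitted effect of over 55% in size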
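EGF-stimulated (25 nM, 5 min) phospho-ERK in HEK293 cells stably expressing V1b, cells pretreated 30 min with compound at 37C. Homogeneous AlphaScreen read on lysates.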
* = called active by the depositor; ? = inconclusive; & = joins results of further samples; [ ] = another dose, or the depositor's remark. Potency means the concentration at half of the fitted maximal effect.

ERK EGF inh | smiles
-4.2% | CCCCCN(C(=O)CN1CCC(Cc2ccccc2)CC1)c1c(N)n(CCCC)c(=O)[nH]c1=O
? | Cc1ccc(C(=O)NCCOc2cccc3cccnc23)cc1Cl
-5.3% | Cc1cc(C)n2nc(S(=O)(=O)Nc3c(Cl)cccc3Cl)nc2n1
2.1%[57.5 µM] | O=C(Nc1ccccc1)Nc1ccccc1C(=O)NCCCN1CCOCC1
4.5% | CCC1SC(CC)C(=O)N(CC(=O)NCc2ccc(F)cc2)C1=O (configuration not stated)
-0.8% | CSCCC(NS(=O)(=O)c1ccc(Cl)c(Cl)c1)C(=O)O (configuration not stated)
? | CCOC(=O)[C@H]1NN=C(C(=O)OC)[C@@H]1c1ccccc1
-4.3% | CCOc1ccccc1-n1c(=O)c2ccccc2c2ccccc2c1=O
-12.3%[57.5 µM] | CC(C)NC(=S)NCc1cccs1
-6.6% | O=C(CCCCCNC(=O)c1ccccc1Cl)N/N=C/c1ccco1
-4.7% | COCCn1c(=NC(=O)c2cc(-c3cccs3)nc3ccccc23)sc2cc(S(N)(=O)=O)ccc21
1.0% | Cc1cc(C(=O)Nc2ccccn2)cs1
-9.8%[57.5 µM] | O=C(O)c1cccc(CSc2ncn[nH]2)c1
-2.6% | CNC(=O)COC(=O)CCC(=O)c1ccc(Cl)cc1
-13.5%[57.5 µM] | CCC(CCC(=O)Nc1cccc([N+](=O)[O-])c1)C(=O)O (configuration not stated)
-2.6% | Nc1c([N+](=O)[O-])c(=O)sc2ccccc12
7.6% | CN(C)CCC=C1c2ccccc2C=Cc2ccccc21
8.5%[57.5 µM] | O=C(CCC1CCCN(Cc2ccc3c(c2)OCCO3)C1)NCc1ccccc1F (configuration not stated)
-2.3%[57.5 µM] | Cc1oc(C(C)(C)C)cc1C(=O)N1CCN(c2ccc(C(F)(F)F)cn2)CC1
10.2% | Nn1cnnc1N/N=C\c1ccc(-c2ccccc2[N+](=O)[O-])o1
4.8% | O=C(N/N=C/c1cc([N+](=O)[O-])ccc1O)C12CC3CC(CC(C3)C1)C2
? | COc1cc(CNc2ccc(N3CCN(C(C)=O)CC3)cc2)ccc1OCc1ccc(F)cc1
-4.1% | CCOC(=O)c1c(NC(=O)CSc2ncccn2)sc2c1CCN(Cc1ccccc1)C2
-2.1% | O=c1c2nnn(-c3cccc(F)c3)c2ncn1Cc1ccccn1
36.7% | COc1cc(C=O)ccc1OC(=O)c1ccc(C(C)C)cc1
? | COc1ccc(S(=O)(=O)Nc2ccc(N3CCOCC3)cc2)cc1[N+](=O)[O-]
-2.3% | Cc1cccn2c1nc(=S)n2C(=O)c1ccco1
4.5% | S=c1[nH]nc(C2CCCCC2)o1
-13.0% | COc1ccc(-n2ccnc2)cc1
-2.7% | CC(C)(C)Nc1oc(-c2ccccc2)nc1-c1ccccc1F
? | O=C(/C=C/c1ccc(Cl)cc1)Nc1ccc(CN2CCOCC2)cc1
2.4% | CN(C)c1ccc(C(=O)OCC(=O)NCCC2=CCCCC2)cc1
-2.3% | COc1ccccc1C(=O)Nc1ccc(Br)cc1C
2.2% | CC(=O)NC(c1ccc(C)cc1)c1cc([N+](=O)[O-])c2cccnc2c1O (configuration not stated)
6.7% | COC(=O)c1ccc(N=NN2CCCCCC2)cc1
-1.6% | Cc1ccc(S(=O)(=O)NN2Cc3ccccc3C2=N)cc1
1.8% | Cc1sc(NC(=O)CN(Cc2ccc(F)cc2)C(=O)C(C)(C)C)c(C(N)=O)c1C
-13.5% | Cc1ccccc1Nc1nnc(SCC(=O)Nc2ncc(C(F)(F)F)cc2Cl)s1
4.6% | NCCCCNS(=O)(=O)c1ccc2c(Cl)cccc2c1
-4.1% | Clc1ccc(/C=C\c2nccc3c2[nH]c2ccccc23)cc1
12.3% | CC1(O)CC(c2ccc(Cl)cc2)=NN1C(=O)c1ccc([N+](=O)[O-])cc1 (configuration not stated)
-1.2% | CCCNC(=O)c1c(NC(=O)C2COc3ccccc3O2)sc2c1CCCC2 (configuration not stated)
2.2%[57.5 µM] | COc1cc2oc(=O)ccc2c(OC)c1CC(O)C(C)(C)O (configuration not stated)
-7.3% | CCOc1cccc(C(=O)NC(c2ccccc2)C(C)C)c1 (configuration not stated)
-7.2% | Cc1cccc(C(=O)OCc2cncs2)c1
4.6% | CCC(Sc1ccc2nnc(CCNS(=O)(=O)c3ccc(OC)cc3)n2n1)C(=O)OC (configuration not stated)
? | COc1cc(CNc2nc(C)c([N+](=O)[O-])c(C)c2C#N)cc(OC)c1OC
2.9% | CC(=O)c1sc(NC(=O)C(C)(C)C)nc1C
-1.0% | O=C(/C=C/Nc1ccc(Oc2ccccc2)cc1)c1ccco1
3.1%[57.5 µM] | O=C(O)c1ccccc1C(=O)c1ccc(Cl)cc1
-10.7% | CS(=O)(=O)Nc1ccc(C2=NN(S(=O)(=O)c3ccc(F)cc3)C(c3ccco3)C2)cc1 (configuration not stated)
-7.4% | Cc1ccc(C(=O)COC(=O)c2cnccn2)cc1C
-1.4% | Clc1cccc(C2CCN(Cc3nc(COc4ccccc4)no3)C2)c1 (configuration not stated)
-5.3% | O=C(N/N=C/c1cc2c(cc1Br)OCO2)c1cccnc1
0.5% | Cc1ccc(Cc2c[nH]c(=S)s2)cc1
-13.3% | O=C(CSc1ncnc2ccccc12)c1cccs1
-3.9%[57.5 µM] | CCCCn1cc2c(c1-c1cccc(C)c1)c(=O)n(C)c(=O)n2C
-3.4% | COc1ccccc1NC(=O)C1(c2ccccc2)CCCC1
7.6%[57.5 µM] | O=C(NN1C(=O)C2C3C=CC(C4CC34)C2C1=O)c1cccc(Br)c1 (configuration not stated)
-6.3% | COc1ccccc1NC(=S)NNC(=O)c1ccncc1

More results
ERK EGF inh | smiles
-2.0% | CC(C)c1onc(C(=O)NC2CCCCC2)c1[N+](=O)[O-]
-4.8%[57.5 µM] | O=C(CNC(=O)c1ccc2c(c1)OCCO2)N/N=C/c1ccco1
-3.3% | O=C(Nc1nc2c(s1)CCCC2)c1nn(Cc2ccccc2)c(=O)c2ccccc12
7.4% | C=CCn1c(N)cc(=O)nc1SCC(=O)N(c1ccccc1)c1ccccc1
10.8% | Cc1ccc(NC(=O)COC(=O)/C(=C/c2cccs2)c2cccs2)cc1S(=O)(=O)N(C)C
3.7% | O=S(=O)(c1ccccc1)N1CCN=C1SCc1ccccc1
7.2%[57.5 µM] | CN1CCN(NC(=O)c2cccc(C(F)(F)F)c2)CC1
-5.5% | COc1ccc(N2CCN(C(=O)COc3ncnc4ccccc34)CC2)cc1
-8.4%[57.5 µM] | COc1cc(OC)c2ccc(=O)oc2c1C(CCN1CCN(c2ccccc2)CC1)c1ccc(N(C)C)cc1 (configuration not stated)
13.2%[57.5 µM] | CSc1ccccc1NC(=O)CNCCCN1CCOCC1
2.7% | COc1ccc(CCn2ccc(O)c(Cc3ccc(Cl)cc3Cl)c2=O)cc1OC
-4.9% | Cc1ccc(C)c2[nH]c(=O)c(CCNC(=O)c3cccs3)cc12
8.8%[57.5 µM] | NC(=O)NC(=O)COC(=O)/C=C/c1cccs1
13.8%[57.5 µM] | O=C(CCCN1C(=O)/C(=C\c2ccccc2)SC1=S)Nc1ccccc1O
? | NC(=NC(=O)c1cccc(C(F)(F)F)c1)c1ccc(C(F)(F)F)cn1

Quoted from the listing:
CSc1ccccc1NC(=O)CNCCCN1CCOCC1 | ERK EGF inh: 13.2%[57.5 µM]
O=S(=O)(c1ccccc1)N1CCN=C1SCc1ccccc1 | ERK EGF inh: 3.7%
CN1CCN(NC(=O)c2cccc(C(F)(F)F)c2)CC1 | ERK EGF inh: 7.2%[57.5 µM]

Reformatted: results already given.
CCOC(=O)[C@H]1NN=C(C(=O)OC)[C@@H]1c1ccccc1
  ERK EGF inh = ?

CCOc1ccccc1-n1c(=O)c2ccccc2c2ccccc2c1=O
  ERK EGF inh = -4.3%

CC(C)NC(=S)NCc1cccs1
  ERK EGF inh = -12.3%[57.5 µM]

O=C(CCCCCNC(=O)c1ccccc1Cl)N/N=C/c1ccco1
  ERK EGF inh = -6.6%

More results
ERK EGF inh | smiles
-2.7% | COc1cc(CNC2CCCCCCC2)cc(Br)c1OCC#N
-4.8% | CCCC(C)NC(=O)c1ccccc1SC (configuration not stated)
? | O=c1c2ccccc2nc(-c2ccccc2)n1/N=C/c1ccc([N+](=O)[O-])cc1
13.9% | NC(=NCCC[C@H](N)C(=O)O)NO
-4.4% | COc1ccc(CNC(=O)OCCN2CCN(Cc3ccccc3)CCC2=O)cc1
5.3% | O=C(CSc1nnc(-c2ccc(O)cc2)n1Cc1ccccc1)NNC(=O)c1ccc(Br)cc1
4.8% | CCCc1ccc(C(=O)Cn2nc(C(=O)O)c3ccccc3c2=O)cc1
2.2% | CN(C)/C=N/NC(=O)c1ccccc1
7.4%[57.5 µM] | O=C1[C@@H]2C(c3cccnc3)=NO[C@@H]2C(=O)N1c1ccc(Br)cc1
-3.1%[57.5 µM] | CC(C)Oc1ccc(C(CC(=O)O)c2ccc(F)cc2)cc1 (configuration not stated)
-7.6%[57.5 µM] | Cc1cccc(Oc2nc(-c3ccccn3)nc3ccccc23)c1
12.2%[57.5 µM] | O=c1cc(-c2ccc(Cl)cc2)[nH]c2ccccc12
-9.9% | O=C(Cn1cncn1)N1CCN(c2ccc(F)cc2)CC1
3.0% | CCOc1ccc(C(=O)Nc2ccccc2C(=O)O)cc1
-0.7% | COc1ccc(N2C(=O)C3CCCN3C2c2ccc(C)o2)cc1 (configuration not stated)
18.9% | COCCn1c(C)cc(C(=O)CSc2nc3ccccc3s2)c1C
3.8% | CCOC(=O)c1cc(-c2cc(OC)c(OC)c(OC)c2)nc2c1c(=O)[nH]c(=O)n2Cc1ccccc1
3.6%[57.5 µM] | Cn1c(=O)c2c(ncn2CC(COCc2ccccc2)OCc2ccccc2)n(C)c1=O (configuration not stated)
-12.8%[57.5 µM] | CN(C)CCNc1nc2sc3c(c2c(=O)n1-c1ccccc1)CCCCC3
4.1%[57.5 µM] | NC(=S)N/N=C1\CC(c2ccc3c(c2)OCCCO3)Oc2ccc(F)cc21 (configuration not stated)
11.9% | CC(=O)Nc1cccc(-c2nnc(SCC(=O)N3CCCCC3)n2C)c1
-8.5% | Cc1ccc(-c2nc(CN(Cc3cnn(C)c3)C(C)C)c(C)o2)o1
0.5% | N=C1C(c2ccccc2)=C(O)CN1c1ccccc1
4.6% | Cc1ccc(NC(=S)/N=C(\N)Nc2nc(C)c3cc(C)ccc3n2)c(C)c1
1.8% | N#Cc1ccccc1NC(=O)CSC1=Nc2ccccc2C2CC=NN12 (configuration not stated)
0.3% | Cc1cccc(/N=C/c2nc(-c3ccccc3Br)oc2O)n1
-12.3%[57.5 µM] | COc1ccc(-c2nn(-c3ccccc3)cc2CN2CCCO2)c(F)c1
-20.7% | COc1ccccc1CN1CCNC(=O)C1CC(=O)NCCC1=CCCCC1 (configuration not stated)
2.1% | COc1cc(SC)ccc1C(=O)Nc1c(C)cccc1C
9.6% | CCCNC(=S)Nc1ccc(Cl)cc1Cl

3 entries already listed, arranged by the value under ERK EGF inh, ascending:
| Compound | ERK EGF inh |
| --- | --- |
| Cc1cccc(/N=C/c2nc(-c3ccccc3Br)oc2O)n1 | 0.3% |
| N#Cc1ccccc1NC(=O)CSC1=Nc2ccccc2C2CC=NN12 (configuration not stated) | 1.8% |
| Cc1ccc(NC(=S)/N=C(\N)Nc2nc(C)c3cc(C)ccc3n2)c(C)c1 | 4.6% |

The list goes on.
ERK EGF inh | smiles
2.3% | Cc1nn(C)cc1NC(=O)c1cc2nc(-c3ccco3)cc(C(F)(F)F)n2n1
-0.9% | COc1ccc(CNC(=O)C(C)OC(=O)C23CC4CC(CC(O)(C4)C2)C3)cc1 (configuration not stated)
5.8% | COc1cccc(/C=C/C(=O)Nc2ccc3c(c2)OCCO3)c1
-9.1%[57.5 µM] | Cc1cc(OCC(=O)N(Cc2ccco2)C2CCS(=O)(=O)C2)ccc1Cl (configuration not stated)
-0.1% | CC(=O)Nc1cccc(CNCc2cccc(NC(C)=O)c2)c1
-4.0% | O=C(c1ccc(Cl)c(S(=O)(=O)N2CCc3ccccc3C2)c1)N1CCN(c2ccccc2)CC1
6.3%[57.5 µM] | CC1(C)OC(=O)C(=NNc2ccccc2[N+](=O)[O-])C(=O)O1
-10.0% | CCOC(=O)Cc1csc(NS(=O)(=O)c2ccc(Br)cc2)n1
-0.7% | CCC(C)C(=O)Nc1ccc([N+](=O)[O-])cc1OC (configuration not stated)
-6.7%&1.9% | Cc1cc(C(=O)N[C@H](c2ccccc2)[C@@]2(C)C[C@@H]2[C@@H](C)C(=O)Nc2ccc3ccccc3c2)n(C)n1
-4.4% | O=C(CSc1ccc(Cl)cc1)Nc1ccccc1N1CCN(C(=O)c2ccc(Cl)cc2)CC1
-4.3% | CCOC(=O)c1c(-c2ccccc2)oc2ccc(OCC)cc12
2.5%[57.5 µM] | CC(C)=CCc1c(O)c(CC=C(C)C)c2c(c1O)C(=O)CC(c1ccc(O)cc1)O2 (configuration not stated)
? | COc1ccc(S(=O)(=O)N(C)c2ccc(C(=O)NC3CCCC3)cc2)cc1
-0.5% | Cn1c(SCc2ccccc2)nc(C(F)(F)F)cc1=O
-15.1% | COc1ccc(NC(=O)N2CCC(Cc3ccccc3)CC2)cc1
-1.5%[57.5 µM] | COc1ccc(Cl)cc1NC(=O)c1cc(-c2ccc(C)cc2O)n[nH]1
-4.0%[57.5 µM] | COC(=O)c1sc(-c2cccs2)cc1N

These rows are one share of the data; rates above refer to the full screens.
